Screening data deposited in PubChem BioAssay by The Scripps Research Institute Molecular Screening Center.
V1R ag counter: activates human V1a receptor in oxytocin agonist counter-screen; P37288; CHO-V1R cells, Fluo-8 calcium fluorescence, agonist mode; 0% DMSO, 100% 3 nM vasopressin; activation, % at 3 µM; actives 0.25% (n = 320,000);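 active means activation above the mean activation of all tested compounds plus 3 SD, per screening run, cut at about 20% in these data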;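 further: signal is peak over basal fluorescence ratio across a 100 second FLIPR read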
Target sequence (P37288 whole entry, looked up): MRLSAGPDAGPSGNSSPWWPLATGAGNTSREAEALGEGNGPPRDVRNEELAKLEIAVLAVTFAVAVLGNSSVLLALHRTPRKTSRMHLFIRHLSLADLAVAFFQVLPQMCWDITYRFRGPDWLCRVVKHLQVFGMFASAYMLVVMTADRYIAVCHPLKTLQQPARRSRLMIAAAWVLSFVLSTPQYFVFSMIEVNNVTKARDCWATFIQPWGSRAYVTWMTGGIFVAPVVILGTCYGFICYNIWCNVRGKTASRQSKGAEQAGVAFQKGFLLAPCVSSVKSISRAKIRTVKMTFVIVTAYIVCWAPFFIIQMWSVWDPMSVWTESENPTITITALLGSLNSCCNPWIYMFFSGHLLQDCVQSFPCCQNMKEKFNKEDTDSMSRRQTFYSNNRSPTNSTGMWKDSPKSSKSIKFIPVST
OXTR agonist: agonists of human oxytocin receptor. P30559. CHO-OTR cells, Fluo-8 calcium fluorescence; normalized: DMSO 0%, oxytocin 100%. activation, % at 3 µM. actives 0.32% (n = 320,000);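 active means activation above the mean of all tested compounds plus 3 SD, cutoff set per screening run, cut at about 20% in these data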;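 further: peak over basal fluorescence ratio from a 100 s FLIPR kinetic read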
M1 PAM: potentiates human M1 receptor response to acetylcholine; P11229; CHO-K1 hM1, Fluo-8 calcium fluorescence, ACh EC20; 0% = ACh EC20, 100% = maximal ACh; activation, % at 3 µM; actives 0.088% (n = 360,000); AID 588819; in the data active means activation above about 19%, passing the limit was not always enough
Target sequence (P11229 whole entry, looked up): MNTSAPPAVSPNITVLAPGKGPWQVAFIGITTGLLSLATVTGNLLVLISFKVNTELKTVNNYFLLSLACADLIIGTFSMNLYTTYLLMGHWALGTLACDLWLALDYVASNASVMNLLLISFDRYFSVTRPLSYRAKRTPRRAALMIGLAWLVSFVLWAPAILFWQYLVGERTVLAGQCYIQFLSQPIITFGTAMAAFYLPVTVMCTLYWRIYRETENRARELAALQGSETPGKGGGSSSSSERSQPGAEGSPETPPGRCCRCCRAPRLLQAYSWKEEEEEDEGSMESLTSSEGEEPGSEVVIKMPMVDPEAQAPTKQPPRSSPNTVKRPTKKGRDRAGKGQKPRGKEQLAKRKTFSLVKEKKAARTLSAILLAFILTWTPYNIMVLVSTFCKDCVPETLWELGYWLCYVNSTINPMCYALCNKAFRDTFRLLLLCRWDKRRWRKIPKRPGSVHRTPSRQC
TAAR1 antagonist: antagonists of human TAAR1; CHO RD-HGA16 TAAR1, Fluo-8 calcium fluorescence, antagonist; inhibition, % at 3 µM; AID 624466; actives 1.5% (n = 360,000); Q96RJ0;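 active means inhibition above a per-plate cutoff, the mean inhibition of test compounds on that plate plus 3 SD, cut at about 49% in these data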;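 further: 0% = DMSO plus EC80 beta-PEA response and 100% = DMSO alone without agonist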
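Assay system: CHO-derived RD-HGA16 cells stably expressing human TAAR1 plus Gα16. Timing: 140 s kinetic read after compound, 140 s after agonist. Technique: kinetic Fluo-8 calcium fluorescence measurement. Measure: % inhibition of agonist calcium response.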
M1 antag: human CHRM1 antagonism. P11229. actives 1.3% (n = 360,000). inhibition, % at 3 µM. CHO-K1 hM1, Fluo-8 calcium fluorescence, ACh EC80 antagonist. AID 588852;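 active means percent inhibition above its own plate's cutoff, namely the mean of that plate's compound wells plus 3 SD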;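 further: peak over basal fluorescence ratio during 140 s after agonist addition; 0% = ACh EC80 plus DMSO and 100% = DMSO alone without agonist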
M1 ag: human M1 muscarinic receptor agonism; CHO-K1 hM1, Fluo-8 calcium fluorescence, agonist mode; 0% DMSO, 100% acetylcholine EC100; AID 588814; actives 0.33% (n = 360,000); P11229; activation, % at 3 µM;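 active means activation above the run's mean compound activation plus 3 SD, cut at about 16% in these data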;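 further: peak over basal fluorescence ratio within a 140 s kinetic read after compound addition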
OXTR potentiator: potentiates the human oxytocin receptor response. P30559. CHO-OTR cells, Fluo-8 calcium fluorescence, potentiator mode; 0% = oxytocin EC15, 100% = EC100. activation, % at 3 µM. actives 0.061% (n = 320,000);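 active means activation above that plate's cutoff, the mean activation of tested compounds plus 3 SD, cut at about 6.6% in these data, passing the limit was not always enough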;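 further: 100% uses oxytocin at 75 nM as the full agonist control; some results filed as inactive read as strong as hits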
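Replication – single well per compound, singlicate · Assay system – CHO cell line stably expressing human OTR · Timing – 6 min pre-incubation, 100 s read · Measure – normalized max/min fluorescence ratio, % activation · Doses – 3.0 µM, one dose · Detection – Fluo-8 calcium dye fluorescence · Probe or stimulus – oxytocin near EC15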
TAAR1 ag: human TAAR1 agonism; Q96RJ0; CHO RD-HGA16 TAAR1, Fluo-8 calcium fluorescence; vehicle wells 0%, saturating PEA agonist 100%; activation, % at 3 µM; actives 0.99% (n = 360,000);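 active means activation above the mean activation of all test compounds in the run plus 3 SD, cut at about 38% in these data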
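Assay system: CHO-derived RD-HGA16 cells with stable Gα16 and human TAAR1; timing: 17-24 h seeding, 75 min 37 °C dye, 30 min RT; read-out: % activation from peak over basal fluorescence ratio, DMSO-to-PEA scaled; measured by: kinetic Fluo-8 calcium fluorescence; benchmarks: low control DMSO, high control PEA (EC100); doses: 3 µM single concentration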
CHO parental Ca: counter-screen: ATP calcium response change in parental CHO cells | AID 463079 | parental CHO-K1, ATP-induced calcium, Fluo-8 fluorescence | inhibition, % at 5.6 µM | actives 0.63% (n = 330,000);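 active means inhibition above that plate's mean sample inhibition plus 3 SD, cut at about 26% in these data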;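 further: 0% = ATP-challenged DMSO wells and 100% = DMSO wells without ATP; some compounds past the cut are filed as inactive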
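Material: Parental CHO cells | Reagent: ATP | Compound dosing: Single nominal dose of 5.6 µM per compound | Detection: Intracellular calcium via Fluo-8 no-wash fluorescent dye | Read-out: % inhibition of ATP-induced calcium mobilization | Benchmarks: Low control ATP plus DMSO, high control DMSO only | Replicates: Singlicate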
The depositor's hits bear a star; · = no result given.

Start of the listing, in advance, 2 compounds:
Every second line gives: TAAR1 ag	TAAR1 antagonist	M1 PAM	M1 ag	V1R ag counter	M1 antag	OXTR potentiator	OXTR agonist	CHO parental Ca
> COc1ccc(NC(=O)C2CCCN2S(=O)(=O)c2cccc3cccnc23)c(OC)c1 (configuration not stated)
→ 1	-19	0	1	-0.7	-3	1	0.4	-11
> CCCCN(C(=O)CSc1nncn1-c1ccccc1OC)c1c(N)n(Cc2ccccc2)c(=O)[nH]c1=O
→ 17	-13	2	-3	-0.3	2	0	0.3	-11

The listing (from the top)
Every second line gives: TAAR1 ag	TAAR1 antagonist	M1 PAM	M1 ag	V1R ag counter	M1 antag	OXTR potentiator	OXTR agonist	CHO parental Ca
> COc1ccc(NC(=O)C2CCCN2S(=O)(=O)c2cccc3cccnc23)c(OC)c1 (configuration not stated)
→ 1	-19	0	1	-0.7	-3	1	0.4	-11
> CCCCN(C(=O)CSc1nncn1-c1ccccc1OC)c1c(N)n(Cc2ccccc2)c(=O)[nH]c1=O
→ 17	-13	2	-3	-0.3	2	0	0.3	-11
> COc1cccc(NC(=O)N(C)C[C@H]2Oc3cc(C#Cc4ccncc4)ccc3S(=O)(=O)N([C@H](C)CO)C[C@H]2C)c1
→ 3	-7	0	-9	·	-6	·	·	·
> Cc1nn(Cc2ccccc2)c(C)c1C(=O)NCC(c1cccs1)N1CCOCC1 (configuration not stated)
→ 4	-15	3	-3	-0.2	-1	-2	-0.5	-7
> O=C(Cc1ccccc1)NCCc1ccc(Cl)cc1Cl
→ ·	·	-5	-3	-0.7	3	-5	-2.2	4
> CC(=O)c1cccc(S(=O)(=O)NCC(C)(C)N2CCOCC2)c1
→ 7	-15	10	-4	-0.8	-16	5	0.6	-14
> COc1ccc(Cl)cc1NC(=O)Cn1nnc(C(=O)NCc2ccc3c(c2)OCO3)c1N
→ 11	-7	-5	0	11	17	-12	15	-1
> CNC(=O)CSc1nnc(-c2ccco2)n1-c1cccc(OC)c1
→ 1	0	5	-5	0.6	-10	-5	-0.5	-8
> O=C(Cn1c(=O)n(CC2CCCO2)c(=O)c2ccccc21)c1ccccc1 (configuration not stated)
→ 7	0	6	-3	-0.2	-16	-3	-0.6	-18
> CCOC(=O)c1cc2c(=O)n3ccccc3nc2n(Cc2ccco2)c1=NC(=O)c1cccc(OC)c1
→ 9	56*	6	-5	0.1	-2	-13	-1.3	-15
> Cc1cc(CNC(=O)c2cc(COc3ccc(F)c(F)c3)on2)nn1C
→ 9	-28	3	1	6.4	-1	-6	5.0	-5
> O=C(CN(C(=O)CCC(=O)Nc1nccs1)c1ccc(F)cc1)NCCc1ccccc1
→ 5	1	5	9	1.0	-14	-9	1.1	-18
> N#Cc1cccc(NC(=O)COC(=O)c2ccccc2Sc2ccccc2C#N)c1
→ 2	30	-8	-3	0.9	4	-3	0.9	-18
> CN(CC(=O)OCC(=O)Nc1ccccc1)S(=O)(=O)c1ccc(Cl)cc1
→ 1	16	-5	-2	1.3	0	-9	2.0	-6
> CC(=O)OCc1c(C(F)(F)F)nn(C)c1Sc1ccccc1
→ 4	5	-1	-6	-1.4	0	7	-1.9	1
> CCOC(=O)c1cnc(SCC(=O)N2CCC(C(N)=O)CC2)nc1N
→ 4	-2	-5	-2	3.0	10	3	2.1	-7
> Cc1cccc(OCC(=O)NCC(C)(C)N2CCOCC2)c1
→ -2	8	7	-7	1.6	-9	3	0.8	-8
> Cc1c(C)c(C)c(S(=O)(=O)N2CCC3(CC2)OCCO3)c(C)c1C
→ -2	-15	-1	-3	0.6	3	-6	-1.1	-14
> O=C(CSc1nnc(CNC(=O)c2cccc(C(F)(F)F)c2)o1)NC1CCCCC1
→ 2	-17	1	-3	0.0	1	-7	-0.2	4
> N#CC(c1ccc(N)cc1)C(CC(=O)c1ccccc1)c1ccccc1 (configuration not stated)
→ 3	12	-2	-3	·	0	·	·	·
> Cc1occc1C(=O)Nc1sccc1C(N)=O
→ -1	-16	13	0	0.5	-11	-2	-0.2	5
> Cc1cccc(NC(=O)NCC2CC2)c1
→ 6	-6	8	-2	·	-13	·	·	·
> Cc1ccccc1N(C(=O)CNC(=O)c1cccs1)C(C(=O)NC1CCCC1)c1ccncc1 (configuration not stated)
→ 13	-19	4	-5	-0.5	-4	1	-0.8	-19
> CC(=C/C(=O)O)/C=C/c1cccs1
→ -2	-6	5	-3	0.5	-9	9	-0.3	-11
> COc1cc(C)c(Cl)cc1S(=O)(=O)n1cnc2ccccc21
→ 6	-26	7	2	1.4	-8	-4	1.6	-8
> Cc1cc(N)n(-c2ccc(Cl)cc2)n1
→ 4	-5	6	-5	0.5	2	1	-1.0	-20
> Cc1ccc(C)c(S(=O)(=O)N2CCCC2CNC(=O)C(=O)NCc2ccccn2)c1 (configuration not stated)
→ 0	-37	5	3	-0.5	-14	-3	-0.6	-25
> O=C(CSc1nnc(NC(=O)c2ccco2)s1)Nc1ccc2c(c1)OCCO2
→ 10	-16	8	-3	-0.8	-7	-5	-0.9	-5
> CCOc1ccc(NC(=O)CN(C)C(=O)Cn2c(=O)cnc3ccccc32)cc1OCC
→ 13	-5	9	-3	0.8	-6	6	0.2	-10
> CCN(CC)CCN(C(=O)c1ccc(S(=O)(=O)N(C)C2CCCCC2)cc1)c1nc2ccc(OC)cc2s1
→ 0	-15	10	-5	0.7	-8	-6	0.3	18
> O=C(CS(=O)(=O)Cc1ccccc1)NCc1ccco1
→ 2	-14	12	-8	-0.1	-12	-5	-0.6	-7
> CN1OC[C@@H]2CN(S(=O)(=O)c3cccc(C(F)(F)F)c3)[C@H](c3ccc(-c4cccnc4)cc3)C[C@@H]21
→ 3	4	1	-4	·	-9	·	·	·
> N/C(=N\OC(=O)c1ccccc1Cl)c1ccc(Cl)cc1
→ -2	-5	7	-3	0.5	-13	-8	1.2	2
> O=C(NCCN1CCOCC1)c1cc2c(=O)n3ccccc3nc2n1Cc1ccccc1
→ 11	3	0	-6	0.0	4	-2	0.0	-13
> CCCOC(=O)c1c(NC(=O)C2C3C=CC(C3)C2C(=O)O)sc2c1CCC(C)C2 (configuration not stated)
→ 3	0	-3	-4	0.6	17	-14	1.3	-11
> CN1CCN(C(=S)Nc2cccc(C(F)(F)F)c2)CC1
→ 1	5	1	-5	0.7	-2	2	1.5	-1
> O=C(O)[C@H]1CCC(=O)N1Cc1ccco1
→ 4	-19	5	3	1.5	-4	-11	1.0	4
> C/C(CC(=O)NC(C)C)=N\NC(=O)C(c1ccccc1)c1ccccc1
→ 6	-7	6	-6	-0.2	-10	-9	-1.1	-24
> C=CCSc1nc2ccccc2n1C(=O)/C=C/c1cc(OC)c(OC)c(OC)c1
→ 9	18	-2	-6	0.1	5	-5	-1.3	-26
> CC1(c2ccc(Cl)cc2)NC(=O)N(CC(=O)NCc2cccs2)C1=O (configuration not stated)
→ 3	-14	9	-5	0.5	-7	-6	0.5	-9
> C=C1c2c(Cl)ccc(O)c2C(O)=C2C(=O)[C@]3(O)C(O)=C(C(N)=O)C(=O)[C@@H](N(C)C)[C@@H]3[C@@H](O)C12 (some centres not stated)
→ 0	2	-7	-1	-0.3	-7	-11	-0.7	7
> COc1ccc(C)cc1N(C)C(=O)c1coc(=O)c2ccccc12
→ 1	-5	9	-1	0.6	-2	-15	-1.6	-15
> O=C(NNS(=O)(=O)c1ccccc1)c1sccc1-n1cccc1
→ 7	-9	4	-1	0.0	-6	-10	0.0	-17
> O=S(=O)(/C=C/c1ccccc1)n1cnc2ccccc21
→ 16	11	3	-2	0.7	-5	2	7.6	-20
> COc1ccc(CCN(C)CC(=O)Nc2c(C)cc(C)cc2C)cc1OC
→ 1	-16	11	-4	-1.0	-7	6	-1.1	-22
> C=CC[C@H](CC(=O)OC(C)(C)C)C(=O)OC[C@@H]1CCCN1C(=O)[C@H](CC=C)CC(=O)N[C@H](CO)Cc1ccccc1
→ 12	-9	7	-3	3.5	-8	-6	0.8	-22
> CN1C(=O)[C@H]2[C@@H](C3CC3)N3C(=O)CN(CC4CC4)C(=O)[C@@]3(C)[C@H]2C1=O
→ 1	1	11	-3	0.3	-5	-4	-0.5	-14
> COc1cccc(N2CCN(Cc3nc(N)nc(Nc4ccccc4)n3)CC2)c1
→ 21	29	0	1	1.3	5	0	-0.7	-17
> O=S1(=O)NC[C@]23C[C@H](c4ccc(F)cc4)[C@@H](C[C@@H]21)O3
→ 3	3	-4	-5	1.9	11	-4	-1.6	-7
> O=C(Nc1ccc2c(c1)OCO2)c1ccccc1
→ -3	7	0	-5	1.1	-1	-8	-0.5	-23

Next records:
Every second line gives: TAAR1 ag	TAAR1 antagonist	M1 PAM	M1 ag	V1R ag counter	M1 antag	OXTR potentiator	OXTR agonist	CHO parental Ca
> COC(=O)CSCC(=O)Nc1nnc(-c2ccccc2C)s1
→ 4	6	3	-7	0.7	-1	-7	0.2	-2
> CC(=O)Nc1nonc1C(=O)N1CCC(C)CC1
→ 4	23	5	-4	0.6	-6	-8	0.1	-6
> CCN1CCCC1CNC(=O)c1cc(NC(C)=O)c(N(C)C)cc1OC (configuration not stated)
→ 2	-1	9	-5	1.0	-10	-9	1.5	-12
> CCc1cc(CNC(=O)CC2C(=O)NCCN2Cc2ccc(-c3ccccc3)cc2)on1 (configuration not stated)
→ 2	-12	4	-3	1.6	-2	1	-0.2	-14
> Cc1ccc(C)c(CS(=O)(=O)c2cn(CC(=O)N3CCC(C)CC3)c3ccccc23)c1
→ 3	15	-7	-6	-0.3	19	-7	-1.7	-24
